CHRM5 antagonist: human M5 muscarinic receptor antagonists, primary screen, CHO cells, Fluo-8 calcium fluorescence. AID 624040, 2012. 360,000 compounds, 0.59% hits. Muscarinic acetylcholine receptor M5 (Homo sapiens), P08912. inhibition, % at 3 µM. CHO-hM5 cells, ACh EC80;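 active = inhibition above a per-plate cutoff, the mean of that plate's test compounds plus 3 SD, cut at about 27% in these data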;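 also: 0% = acetylcholine EC80 with DMSO and 100% = DMSO without agonist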
Target sequence (P08912 whole entry, looked up): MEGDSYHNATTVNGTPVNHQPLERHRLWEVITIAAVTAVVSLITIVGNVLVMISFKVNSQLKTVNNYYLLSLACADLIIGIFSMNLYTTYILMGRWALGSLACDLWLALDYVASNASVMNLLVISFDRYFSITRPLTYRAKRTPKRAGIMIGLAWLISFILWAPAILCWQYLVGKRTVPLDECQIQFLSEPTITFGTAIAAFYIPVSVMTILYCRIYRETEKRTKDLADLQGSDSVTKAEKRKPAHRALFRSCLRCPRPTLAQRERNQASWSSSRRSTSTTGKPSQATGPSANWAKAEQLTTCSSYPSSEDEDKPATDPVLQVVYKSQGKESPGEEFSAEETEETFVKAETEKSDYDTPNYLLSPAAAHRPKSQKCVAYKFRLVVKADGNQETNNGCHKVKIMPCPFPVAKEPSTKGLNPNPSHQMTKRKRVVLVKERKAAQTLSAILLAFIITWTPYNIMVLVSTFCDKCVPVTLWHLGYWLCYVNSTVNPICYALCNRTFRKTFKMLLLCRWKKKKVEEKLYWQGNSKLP
TAAR1 agonist: human TAAR1 agonists, primary screen, Fluo-8 calcium fluorescence, CHO RD-HGA16 cells | Trace amine-associated receptor 1 (Homo sapiens), Q96RJ0 | vehicle wells 0%, saturating PEA agonist 100% | activation, % at 3 µM | 360,000 compounds, 0.99% hits;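 active = activation above the mean activation of all test compounds in the run plus 3 SD, cut at about 38% in these data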
Target sequence (Q96RJ0 whole entry, looked up): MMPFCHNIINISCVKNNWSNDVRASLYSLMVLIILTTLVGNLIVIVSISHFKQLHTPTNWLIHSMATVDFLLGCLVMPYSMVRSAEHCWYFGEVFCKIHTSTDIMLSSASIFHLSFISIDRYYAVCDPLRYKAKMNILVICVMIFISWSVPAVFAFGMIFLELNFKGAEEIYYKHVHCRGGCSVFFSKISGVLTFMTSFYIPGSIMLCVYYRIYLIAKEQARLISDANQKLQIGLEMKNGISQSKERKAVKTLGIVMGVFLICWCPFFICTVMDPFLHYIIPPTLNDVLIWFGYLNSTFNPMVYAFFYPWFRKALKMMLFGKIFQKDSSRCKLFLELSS
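Benchmarks: low control DMSO, high control PEA (EC100); System: CHO RD-HGA16 cells carrying human TAAR1 plus Gα16; Detection: Fluo-8 fluorescence, 5 s baseline then 140 s kinetic read; Schedule: 17-24 h plating, Fluo-8 75 min 37 °C, 30 min RT; Read-out basis: % activation from peak over basal fluorescence ratio, DMSO-to-PEA scaled.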
CHRM4 PAM: human M4 muscarinic receptor positive allosteric modulators, primary screen, CHO-K1 cells, Fluo-8 calcium fluorescence; Muscarinic acetylcholine receptor M4 (Homo sapiens), P08173; CHO-K1 hM4/Gqi5, ACh EC20; 0% = ACh EC20, 100% = maximal ACh; activation, % at 3 µM; 360,000 compounds, 0.4% hits;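 active = activation above its plate's cutoff, the mean activation of sample wells plus 3 SD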; also: some results filed as inactive read as strong as hits
CRFBP-R2 agonist: agonists of CRF-BP/CRF-R2 complex, primary screen, cell-based, HEK293, calcium dye fluorescence, uHTS; CRF-binding protein / CRF receptor 2 complex (human); calcium dye fluorescence (FLIPR); percent of saturating CRF peptide response; activation, % at 13.2 µM; 350,000 compounds, 0.46% hits;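 active = activation of at least 50%, plus an integration ratio under a set limit after plate pattern correction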;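 also: plate controls were neutral control wells without compound for no effect and CRF at EC100 for full effect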
CRFR2-BP antag: antagonists of CRF-BP/CRF-R2 complex, primary screen, cell-based, HEK293, calcium dye fluorescence, uHTS | CRF-induced calcium fluorescence | inhibition, % at 11.8 µM | 350,000 compounds, 0.59% hits | AID 588475, 2011;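 active = inhibition of the ligand-induced calcium signal above about 50% at the single tested concentration, limit read from the data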
TAAR1 antagonist: human TAAR1 antagonists, primary screen, Fluo-8 calcium fluorescence, CHO RD-HGA16 cells; Trace amine-associated receptor 1 (Homo sapiens), Q96RJ0; antagonist; inhibition, % at 3 µM; 360,000 compounds, 1.5% hits; AID 624466, 2012;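 active = inhibition above a per-plate cutoff, the mean inhibition of test compounds on that plate plus 3 SD, cut at about 49% in these data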;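 also: 0% = DMSO plus EC80 beta-PEA response and 100% = DMSO alone without agonist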
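Test system – hTAAR1-expressing CHO RD-HGA16 cells, Gα16-coupled · Reagent – β-PEA at EC80 concentration, post-compound challenge · Compound dosing – 3 µM, single point · Timing – 140 s kinetic read after compound, 140 s after agonist · Detection – Fluo-8 intracellular calcium dye fluorescence, real-time kinetic reads · Control set – DMSO and EC80 PEA controls · Repeats – n of 1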
M1 PAM parental: nonselective calcium activators in parental CHO-K1 cells, primary screen, counter-screen for M1 PAM project, cell-based, Fluo-8 calcium fluorescence, full deck, 1536-well | ATP EC20; 0% at ATP EC20, 100% at ATP max | activation, % at 3 µM | AID 602247, 2012 | 360,000 compounds, 0.02% hits;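 active = activation above the run cutoff, the mean activation of all test compounds plus 3 SD, cut at about 40% in these data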;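 also: peak over basal fluorescence ratio in a 140 s read after ATP addition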
M5 PAM: human M5 muscarinic receptor positive allosteric modulators, primary screen, CHO-K1 cells, Fluo-8 calcium fluorescence; Muscarinic acetylcholine receptor M5 (Homo sapiens), P08912; CHO-K1 hM5, ACh EC20 PAM; 0% = ACh EC20, 100% = ACh EC100; activation, % at 3 µM; 360,000 compounds, 0.3% hits;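 active = activation above the run cutoff, the mean activation of all test compounds plus 3 SD, cut at about 18% in these data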
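system = human M5 receptor in CHO-K1 cells | compound = one concentration, 3 µM final (nominal) | schedule = Post-acetylcholine fluorescence recording 140 s | signal = Fluo-8 calcium dye fluorescence, kinetic read | benchmarks = low control EC20 acetylcholine (0%), high control EC100 acetylcholine (100%) | repeats = singlicate, one well per test compound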
CHRM5 agonist: human M5 muscarinic receptor agonists, primary screen, CHO-K1 cells, Fluo-8 calcium fluorescence | Muscarinic acetylcholine receptor M5 (Homo sapiens), P08912 | CHO-K1 hM5 cells; 0% DMSO wells, 100% maximal acetylcholine response | activation, % at 3 µM | 360,000 compounds, 0.19% hits | AID 624037, 2012;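 active = activation above the run's mean over test compounds plus 3 SD, cut at about 23% in these data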;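 also: signal is peak over basal fluorescence ratio across the kinetic read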
* hit, by the source's call; / = no result given.

Screens in order: M1 PAM parental	CHRM5 antagonist	CHRM5 agonist	TAAR1 antagonist	CRFR2-BP antag	M5 PAM	CRFBP-R2 agonist	CHRM4 PAM	TAAR1 agonist
1	CC1(C)N=C(N)N=C(N)N1c1ccc(F)cc1F
→ -1	-4	-5	11	28	-2	-2.5	-7	4
2	COc1ccc(C(=O)OCC(=O)Nc2cc(C)on2)cc1F
→ 1	-3	-1	-11	2	-1	2.6	4	5
3	O=c1cc(-c2ccccc2)[nH]c2cc(Cl)ccc12
→ 9	5	6	-3	15	0	1.1	13	6
4	Cc1cc(NC(=O)CSc2ccc(-c3nc4cc(C)c(C)cc4[nH]3)cn2)no1
→ 10	-2	3	/	19	1	-1.2	17	/
5	COc1ccc(Nc2nc(N3CCCCC3)nc(N3CCCCC3)n2)c(OC)c1
→ -9	5	1	10	-29	-7	5.6	-2	6
6	COC(=O)CCCCCCCCC(O)CN(C)C (centres undefined)
→ 11	6	-4	-8	10	2	0.1	5	0
7	O=C(COC(=O)c1ccccc1C(=O)c1ccccc1)c1ccco1
→ -1	-2	-4	11	12	-3	-4.3	-4	18
8	Cc1cc(=O)oc2cc(OCC(=O)OCC(=O)NC3CC3)ccc12
→ 3	2	4	-12	0	-1	-0.7	-4	4
9	Cc1ccc2nc(/C(C#N)=C/c3ccccc3C(=O)O)[nH]c2c1
→ 8	4	4	1	15	5	0.6	-4	-1
10	Cc1cc(NC(=O)c2cc(S(=O)(=O)N3CCCCC3)ccc2C)no1
→ 11	0	0	5	-10	-2	-3.1	9	1
11	CC(C)(C)NC(=O)CSc1nnc(-c2c[nH]c3ccccc23)o1
→ 11	5	2	-13	-6	-2	0.8	-2	3
12	CCc1c(C)[nH]c2c1C(=O)C(CN1CCOCC1)CC2 (centres undefined)
→ 5	1	1	-10	-1	0	-0.9	-2	1
13	CC(Sc1nnc(C2CC2)n1C1CC1)C(=O)Nc1cccc(S(=O)(=O)N(C)C)c1 (centres undefined)
→ -5	-1	1	5	6	6	-0.9	6	9
14	COc1ccc(NS(=O)(=O)c2cccc(C(=O)NCC3(N4CCOCC4)CCCCC3)c2)cc1
→ 15	4	-5	-8	-3	-4	-1.2	5	1
15	CCCc1cc(=O)[nH]c(N2CCN(Cc3ccc4c(c3)OCO4)CC2)n1
→ 20	2	-3	-23	7	0	5.4	4	2
16	Cc1ccc(Cn2c(=O)oc3ccccc32)cc1
→ 10	6	-12	-16	9	8	-0.3	1	-2
17	Nc1nnc(SCC(=O)NC2CCCCCCC2)s1
→ 18	16	-2	-24	8	1	-3.0	11	1
18	NNc1nc2c(F)cccc2s1
→ 14	6	-1	-3	23	-7	-2.3	-8	2
19	Cc1ccc(NC(=O)NC(=O)CSc2nnc(-c3ccc(Cl)cc3Cl)n2N)c(C)c1
→ 21	-2	-1	-3	-8	7	-0.6	12	1
20	COc1ccc(OC)c(-n2c(SC)nnc2-c2c[nH]c3ccccc23)c1
→ -3	3	2	-6	-43	-11	-2.2	-5	2
21	CN(c1ccc(O)cc1)S(=O)(=O)c1ccc2ccccc2c1
→ 20	14	-3	24	23	-3	0.5	-11	0
22	O=C1C(=O)N(CCO)C(c2ccc(Br)cc2)/C1=C(\O)c1ccccc1 (centres undefined)
→ 13	5	0	-16	7	-4	-0.2	2	4
23	COc1ccc(-c2n[nH]c(C(F)(F)F)c2-c2cc3ccccc3o2)c(O)c1
→ 5	-7	1	-16	5	3	0.3	5	7
24	COc1ccc(C(=O)NC(=S)NNC(=O)c2c(-c3ccccc3)noc2C)cc1OC
→ -6	14	9	-1	1	-9	33	-3	68*
25	CC12CCC(=O)N1C(C(=O)N1CCN(S(=O)(=O)c3ccc(Br)cc3Cl)CC1)CS2 (centres undefined)
→ -7	-6	1	-20	2	0	-0.4	11	1
26	Cc1sc2c(c1C)c(=O)n(-c1ccccc1)c1nncn21
→ 11	4	0	14	8	-3	-1.6	2	0
27	O=C(Nc1ccc(Cl)c(Cl)c1)C1CC(=O)N(c2ccc(Br)cc2)C1 (centres undefined)
→ 3	-7	2	7	-63	0	1.9	1	13
28	O=C(CSc1ncc(C(F)(F)F)cc1Cl)N1CCN(S(=O)(=O)c2ccc3ccccc3c2)CC1
→ 14	16	-1	-16	-5	-6	0.0	-1	4
29	COc1cccc(-c2nc(-c3ccc(NC(=O)c4cccnc4)cc3)no2)c1
→ 10	8	-1	3	-11	0	-4.4	5	3
30	O=C(NCCOc1ccccc1)C1=CC=CN2CCS(=O)(=O)N=C12
→ 0	3	1	-9	-1	2	-2.8	2	1
31	COc1ccc(OC)c2nc(-c3cccnc3)ccc12
→ -4	-3	-8	-25	0	5	-0.6	7	0
32	COc1ccc(CNS(=O)(=O)c2ccc3c(c2)CCN3C(=O)C2CC2)cc1
→ -4	-16	9	14	10	1	0.1	-5	4
33	CC(Sc1nccn1C)C(=O)Nc1ccccc1 (centres undefined)
→ 11	7	0	-9	1	-1	-0.7	2	1
34	CC(C)CCn1nnnc1C(c1ccc(F)cc1)N1CCC(C(N)=O)CC1 (centres undefined)
→ 14	12	-5	16	11	-13	0.7	2	6
35	Cc1cc(C)c(C(CC(=O)c2cccs2)C(C#N)C#N)c(C)c1 (centres undefined)
→ 1	17	-2	-16	-32	-10	7.9	-6	5
36	O=C(CSc1nnc(SCc2ccc(Cl)cc2)s1)N/N=C/c1c(Cl)cccc1Cl
→ 24	4	-4	-1	-8	-2	13	8	1
37	O=C(Nc1cccc(CNCCc2c[nH]c3ccccc23)c1)c1ccccc1Cl
→ 4	4	3	25	2	-2	2.5	-10	49*
38	COc1ccc(-c2nc(CS(=O)(=O)CC(=O)NC3CCCCCC3)c(C)o2)cc1
→ 14	0	-5	-8	-9	6	-0.6	5	-2
39	CCOC(=O)C1(C)C=C(Nc2cccc(OC)c2)C(=O)N1c1ccccc1 (centres undefined)
→ 26	5	-1	-2	2	-4	-2.0	0	4
40	CCOC(=O)N1CCN(S(=O)(=O)c2cccc3cccnc23)CC1
→ 10	7	-2	-8	9	-16	-1.6	-3	7
41	N#C/C(=C\c1ccc(Cl)cc1Cl)c1n[nH]c(Cn2cncn2)n1
→ 12	1	-3	-8	-13	-2	3.0	5	9
42	O=S(=O)(NCc1ccccn1)c1ccccc1
→ 22	-5	1	-1	13	3	-2.3	-1	6
43	CCOc1ccc(C(=O)COC(=O)C2CCN(c3ccc(C(F)(F)F)cn3)CC2)cc1
→ 20	-2	0	-26	-9	3	3.1	6	-2
44	CC(C)N1CCN(Cc2ccncc2)CC1CCO (centres undefined)
→ 10	0	2	21	30	10	-1.1	4	0
45	CC1C(c2ccccc2)N(C)C(c2ccccc2)C(C)C1(O)C#Cc1ccccc1 (centres undefined)
→ -1	-10	7	48	-16	-2	0.9	-12	-1

An excerpt of these results, in transposed form:
#28 O=C(CSc1ncc(C(F)(F)F)cc1Cl)N1CCN(S(=O)(=O)c2ccc3ccccc3c2)CC1
#29 COc1cccc(-c2nc(-c3ccc(NC(=O)c4cccnc4)cc3)no2)c1
#30 O=C(NCCOc1ccccc1)C1=CC=CN2CCS(=O)(=O)N=C12
#31 COc1ccc(OC)c2nc(-c3cccnc3)ccc12
#32 COc1ccc(CNS(=O)(=O)c2ccc3c(c2)CCN3C(=O)C2CC2)cc1
#33 CC(Sc1nccn1C)C(=O)Nc1ccccc1 (centres undefined)
#34 CC(C)CCn1nnnc1C(c1ccc(F)cc1)N1CCC(C(N)=O)CC1 (centres undefined)
Assay by compound,28,29,30,31,32,33,34
M1 PAM parental,14,10,0,-4,-4,11,14
CHRM5 antagonist,16,8,3,-3,-16,7,12
CHRM5 agonist,-1,-1,1,-8,9,0,-5
TAAR1 antagonist,-16,3,-9,-25,14,-9,16
CRFR2-BP antag,-5,-11,-1,0,10,1,11
M5 PAM,-6,0,2,5,1,-1,-13
CRFBP-R2 agonist,0.0,-4.4,-2.8,-0.6,0.1,-0.7,0.7
CHRM4 PAM,-1,5,2,7,-5,2,2
TAAR1 agonist,4,3,1,0,4,1,6

(list continues)
Screens in order: M1 PAM parental	CHRM5 antagonist	CHRM5 agonist	TAAR1 antagonist	CRFR2-BP antag	M5 PAM	CRFBP-R2 agonist	CHRM4 PAM	TAAR1 agonist
46	CCn1c(CSc2ncccn2)nnc1SCC(=O)N1CCCCC1
→ 14	3	1	-2	39	-1	-2.6	-1	14
47	CCC(C)Sc1ccc([C@H]2N[C@@](CC(C)C)(C(=O)OC)[C@H]3C(=O)N(CC)C(=O)[C@@H]23)cc1 (some centres undefined)
→ -8	7	1	23	-17	-1	0.7	13	6
48	CC1CCc2c(C(=O)NCC3CCCO3)csc2C1 (centres undefined)
→ 29	-2	0	1	26	-2	-0.4	-5	0
49	Cc1cccn2c(=O)c3cc(C(=O)NC4CCCCC4)sc3nc12
→ -28	10	-3	-6	16	-2	-0.6	-7	3
50	Cc1ccc2[nH]cc(CCNC(=O)C3CCCO3)c2c1 (centres undefined)
→ 2	-2	1	-7	8	6	0.6	-3	3
51	CCOC(=O)C1CCN(C(=O)N2CCOCC2)CC1
→ -2	-7	0	-7	1	11	0.7	2	5
52	CC(/C=C1\SC(=S)N(C(C(=O)O)C(C)C)C1=O)=C\c1ccccc1 (centres undefined)
→ 14	2	-3	5	30	-5	1.0	4	-2
53	COc1ccc(OC)c(NC(=O)Cc2coc3cc(C)cc(C)c23)c1
→ 2	-1	-2	10	4	1	-1.1	-1	0

Screening results deposited in PubChem BioAssay by several laboratories.
